Platelet DG rel = platelet dense granule release activity | human platelet-rich plasma, SFLLRN dense granule ATP release, luminescence | inhibition, %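 (compounds screened at 7.5 µM in platelet-rich plasma)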 | 0.22% of 300,000 active | AID 1663;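 active = mean replicate score, as percent of positive control, at or above 50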
TRPC4 agonist = activators of mouse TRPC4 channel; Q9QUQ5; HEK293 TRPC4beta/mu-opioid, Fluo4 calcium fluorescence; hits give high values; B-score at 10 µM; 0.49% of 310,000 active; AID 2237;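 active = B-score above 5 SD of library B-scores, and initial fluorescence ratio not above library mean plus 5 SD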;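 also: positive B-score marks a calcium rise read as TRPC4 activation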
Target sequence (Q9QUQ5 whole entry, looked up): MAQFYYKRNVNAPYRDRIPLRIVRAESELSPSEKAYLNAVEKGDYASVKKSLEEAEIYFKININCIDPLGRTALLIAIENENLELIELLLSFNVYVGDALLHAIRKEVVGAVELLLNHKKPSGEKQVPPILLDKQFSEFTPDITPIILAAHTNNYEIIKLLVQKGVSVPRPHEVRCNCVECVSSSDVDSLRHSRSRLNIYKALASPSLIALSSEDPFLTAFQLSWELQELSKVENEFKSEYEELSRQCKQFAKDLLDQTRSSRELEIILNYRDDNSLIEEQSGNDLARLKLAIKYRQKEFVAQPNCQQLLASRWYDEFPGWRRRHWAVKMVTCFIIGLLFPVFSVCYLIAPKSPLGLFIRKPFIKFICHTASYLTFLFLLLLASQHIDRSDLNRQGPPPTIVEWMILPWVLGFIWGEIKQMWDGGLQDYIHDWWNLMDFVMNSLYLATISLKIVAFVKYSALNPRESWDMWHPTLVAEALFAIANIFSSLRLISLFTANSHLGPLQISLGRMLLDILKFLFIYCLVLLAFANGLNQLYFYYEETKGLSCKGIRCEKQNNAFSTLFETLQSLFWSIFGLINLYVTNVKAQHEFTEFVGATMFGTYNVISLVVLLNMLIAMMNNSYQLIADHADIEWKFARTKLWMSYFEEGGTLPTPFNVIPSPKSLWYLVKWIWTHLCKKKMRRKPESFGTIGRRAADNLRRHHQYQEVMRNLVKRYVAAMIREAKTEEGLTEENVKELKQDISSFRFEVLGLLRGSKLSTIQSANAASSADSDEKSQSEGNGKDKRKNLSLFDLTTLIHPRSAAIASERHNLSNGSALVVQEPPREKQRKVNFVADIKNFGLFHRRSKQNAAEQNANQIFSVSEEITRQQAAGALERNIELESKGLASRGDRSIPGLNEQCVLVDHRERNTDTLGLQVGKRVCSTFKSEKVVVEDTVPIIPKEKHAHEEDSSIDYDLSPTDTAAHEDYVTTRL
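system = HEK293 cells stably co-expressing mouse TRPC4beta and mu-opioid receptor | schedule = Fluo4 dye loading 45 min at room temperature, 110 s recording | measure = B-scored integrated calcium fluorescence ratio | signal = Fluo4 calcium-sensitive dye fluorescence, kinetic, 1 Hz baseline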
KCNK9 inh = human KCNK9 channel inhibition; Q9NPC2; HEK293 KCNK9, FluxOR thallium flux fluorescence; hits give low values; B-score at 10 µM; 1.2% of 310,000 active; AID 488922;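 active = ratio B-score over 3 SD below the library mean, with starting fluorescence within 5 SD of its mean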;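 also: negative B-score means less thallium flux so channel inhibition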
DYRK1A inh = blocks rat Dyrk1A kinase activity; AID 504441; Q63470; ADP-Glo luminescence, NFATc1 peptide; 0.43% of 310,000 active; inhibition, % at 12.5 µM; in the data active = inhibition above about 50%;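 also: plate controls were vehicle with enzyme for no effect and no enzyme for full effect; many of its hits are not listed in these tables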
KCNK3 block = human KCNK3 channel inhibition, primary screen; O14649; CHO-KCNK3 thallium flux, FluxOR fluorescence; hits give low values; B-score at 10 µM; 0.84% of 340,000 active;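 active = B-score under library mean minus 4 SD, starting fluorescence ratio at most library mean plus 5 SD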;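 also: more negative B-score means stronger inhibition of thallium flux through KCNK3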
KCNQ1 block = human KCNQ1 channel inhibition; CHO-K1 KCNQ1, FluxOR thallium flux fluorescence; hits give high values; B-score at 10 µM; 1.3% of 310,000 active; AID 2642;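 active = compounds whose thallium flux B-score, printed positive for inhibition, exceeds three library SD while starting fluorescence stays within three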;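 also: channel opened by potassium depolarization with thallium stimulus after 20 min compound exposure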
hERG rescue = shields human hERG channel from block by proarrhythmic agents; 0.51% of 310,000 active; CHO-hERG, FluxOR thallium flux, dofetilide IC70 present; Q12809; activation (rescue from dofetilide block), less the hit threshold, % at 10 µM; AID 1511;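 active = activation above the mean of controls blocked by dofetilide plus 5 SD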;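 also: thallium influx through hERG after potassium depolarization seen as dye fluorescence rise; in these data hits start at about 4.7%; inactives centre near -7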
PolyA inh = blocks polyadenylation in yeast reporter cells. S. cerevisiae SKY197-pL101 polyadenylation reporter, beta-gal luminescence; efflux-impaired pdr1/pdr3 knockout yeast; score 100 = 6 SD above DMSO. calls only at 12 µM. 0.02% of 300,000 active;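 active = lowest replicate activity score at least 50, where 100 means six control SD above control mean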;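 also: yeast exposed to compound for 9 h at 30 °C; higher score means more reporter readthrough which indicates perturbed polyadenylation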
KCNQ1 pot = potentiators or activators of human KCNQ1 potassium channel; P51787; CHO-K1 KCNQ1, thallium flux FluxOR fluorescence; hits give high values; B-score at 10 µM; 0.35% of 310,000 active; AID 2648;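 active = fluorescence ratio B-score, a plate-corrected score, at least three library SD, with initial intensity B-score within 5 SD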
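System: Stable KCNQ1 CHO-K1 line | Incubation: 90 min dye loading and 20 min compound exposure, both at room temperature | Measure: Ratio B score | Medium: Assay buffer for compound exposure, DMSO matched across wells | Compound dosing: Single-concentration screen | Probe or stimulus: K+/Tl+ depolarizing stimulus | Measured by: Kinetic FluxOR fluorescence, 10 s baseline plus 110 s post-stimulus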
TRPC4 block = inhibitors of mouse TRPC4 channel; Q9QUQ5; HEK293 TRPC4beta/mu-opioid, DAMGO-evoked Fluo4 calcium flux; hits give low values; B-score at 10 µM; 0.39% of 300,000 active;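 active = B-score over 3 SD under the library average, no early fluorescence shift, positive overall ratio signal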
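Assay system – HEK293 line stably carrying TRPC4beta and mu-opioid receptor · Doses – single dose · Detection – Fluo4 calcium-dye fluorescence, kinetic read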
TRPC4 potent = allosterically enhances the mouse TRPC4 cation channel | HEK293 TRPC4beta/mu-opioid, DAMGO EC20, Fluo-4 Ca2+ flux; hits give high values | Q9QUQ5 | AID 2227 | B-score at 10 µM | 0.42% of 310,000 active;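 active = B-score of calcium response area above 5 SD of library B-scores, with initial fluorescence ratio within 5 SD of library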;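 also: B-score of integrated fluorescence ratio over time as area under calcium response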
The depositor's hits bear a star; i = inactive; nt = not tested or not shown.

SMILES	Platelet DG rel	TRPC4 agonist	KCNK9 inh	DYRK1A inh	KCNK3 block	KCNQ1 block	hERG rescue	PolyA inh	KCNQ1 pot	TRPC4 block	TRPC4 potent
Cc1cc(C)nc(/N=C(\N)c2c(O)[nH]c(=O)[nH]c2=O)n1	4	i	i	5	i	i	-12	i	i	i	i
CCCCN1C(=O)/C(=C/c2ccc(N(C)C)cc2)C(=O)N(Cc2ccco2)C1=O	-3	i	i	3	i	i	-7	i	i	i	i
COc1ccc(NP(=O)(Oc2ccccc2OC)Oc2ccccc2OC)cc1	2	i	i	-3	i	i	-13	i	i	i	i
CC1(C)C2([N+](=O)[O-])CN3CN(C2)CC1([N+](=O)[O-])C3	2	i	i	-2	i	i	1	i	i	i	i
CC(C)(C)NS(=O)(=O)c1ccc(OCC(=O)N2CCN(Cc3ccccc3)CC2)cc1	-4	i	i	nt	i	i	-10	i	i	i	i
Cc1cc(NC(=O)CCl)nn1C	-8	i	i	0	i	i	0	i	i	i	i
CSc1ccc(CN2CCN(C(=O)COc3cccc(C)c3)CC2)cc1	2	i	i	-8	i	i	0	i	i	i	i
CN(C)c1ccc(/C=C/C=C/c2sc3ccccc3[n+]2C)cc1	5	i	i	5	i	i	-18	i	i	i	i
CC(=O)NC(Cc1ccc(N(CCCl)CCCl)cc1)C(=O)O (stereo not given)	0	i	i	nt	i	i	-3	i	i	i	i
O=C1Nc2ccccc2C(c2ccccc2)=NC1O (stereo not given)	13	i	i	-2	i	i	0	i	i	i	i
c1cc(CNCCc2ccc3c(c2)OCO3)ccn1	-3	i	i	-5	i	i	-8	i	i	i	i
CCC(NC(=O)OC(C)(C)C)C(=O)Oc1cc(C)cc2oc(=O)c3c(c12)CCC3 (stereo not given)	-1	i	i	1	i	i	-17	i	i	i	i
COc1ccc(CC(=O)N2CCN(C)CC2)cc1OC	-8	i	i	-10	i	i	-6	i	i	i	i
O=C(c1ccc(F)c([N+](=O)[O-])c1)N1CC2CC(C1)c1cccc(=O)n1C2 (stereo not given)	6	i	i	2	i	i	-5	i	i	i	i
CCCC(=O)OCC[N+](C)(C)C	-8	i	i	0	i	i	-9	i	i	i	i
CC(C)CCCn1c(O)c(/C=C2/C=CC=N2)c(=O)[nH]c1=O	15	i	i	2	i	i	-7	i	i	i	i
Cc1ccc(/C=C2\C(=O)NC(=O)N(Cc3ccccc3Cl)C2=O)o1	4	i	i	-4	i	i	-9	i	i	i	i
Cc1cc(C)cc(-n2c(C)cc(/C=C3\C(=O)NC(=O)N(C)C3=O)c2C)c1	12	i	i	-2	i	i	-5	i	i	i	i
CC1=CC(=O)OC2CC3OC4C[C@@H](C)C5OC6CC7O[C@]8(C)C/C=C\C9OC%10CC%11OC(CC(C)CO)CC(O)[C@]%11(C)OC%10CC9OC8C[C@]7(C)O[C@]6(C)CCC5OC4C[C@]3(C)OC12 (stereo not given in full)	-5	i	i	-11	i	i	-7	i	i	i	i
CC(C)c1ccc(N2C(=O)NC(=O)/C(=C\c3cnc(-c4ccccc4)nc3)C2=O)cc1	-1	i	i	-6	i	i	-6	i	i	i	i
Cc1cc(/C=C2\C(=O)NC(=O)N(Cc3ccccc3)C2=O)c(C)n1C1CC1	6	i	i	-2	i	i	-13	i	i	i	i
COc1ccc(CCNC2CCCCC2)cc1	0	i	i	-1	i	i	-10	i	i	i	i
NC(=O)c1ccc(N=Nc2c(O)[nH]c(=O)[nH]c2=O)cc1	-2	i	i	nt	nt	i	-10	i	i	i	i
OC(c1ccccc1)(c1ccccc1)c1ccncc1	-1	i	i	1	i	i	-3	i	i	i	i
COC(=O)CNC(=O)c1cn(CCC#N)nc1-c1ccc(F)cc1	-7	i	i	nt	i	i	0	i	i	i	i
(list continues)
SMILES	Platelet DG rel	TRPC4 agonist	KCNK9 inh	DYRK1A inh	KCNK3 block	KCNQ1 block	hERG rescue	PolyA inh	KCNQ1 pot	TRPC4 block	TRPC4 potent
O=[N+]([O-])[N-][n+]1cnn(Cc2ccccc2)c1	-3	i	i	-7	i	i	-23	i	i	i	i
COc1ccc(NP(=O)(Oc2ccc(Cl)cc2)Oc2ccc(Cl)cc2)cc1OC	-1	i	-7.1*	-5	i	i	-11	i	i	i	i
CCCCn1c(O)c(C(CC)=NC(C)c2ccccc2)c(=O)[nH]c1=O (stereo not given)	7	i	i	6	i	i	-20	i	i	i	i
N#C/C(=C(/O)c1ccc(S(=O)(=O)N(CCCl)CCCl)cc1)c1nc2ccccc2[nH]1	-5	i	i	7	i	i	-11	i	i	i	i
COC(=O)COc1ccc(/C=C2\C(=O)NC(=S)N(c3ccc(C)cc3)C2=O)cc1OC	8	i	i	-2	i	i	-3	i	i	i	i
CCOC(=O)C(O)(c1ccc(N(C)C(=O)c2ccc(Cl)c(Cl)c2)cc1)C(F)(F)F (stereo not given)	-1	i	i	3	i	i	-7	i	i	i	i
CN1CCN(c2nc([N+](=O)[O-])nn2C)CC1	8	i	i	-3	i	i	-7	i	i	i	i
CN1CCN(c2c[nH]c(=O)[nH]c2=O)CC1	3	i	i	0	i	i	-4	i	i	i	i
Cc1cccc(-c2nc3ccccc3c(=O)n2-n2cccc2)c1	-3	i	i	-5	i	i	-3	i	i	i	i
C=CCn1c(O)c(/C(C)=N/N2CCCCCC2)c(=O)[nH]c1=O	-14	i	i	nt	i	i	-12	i	i	i	i
O=C(CF)NC(NC(=S)Nc1ccccc1O)C(Cl)(Cl)Cl (stereo not given)	2	i	i	7	i	i	-9	i	i	i	i
CCOC(=O)C1=Nc2ccccc2/C1=C\c1c(O)n(C)c(=O)n(C)c1=O	1	i	i	4	i	i	-6	i	i	i	i
COCCNC(=O)CN1C(=O)CN=C(c2ccccc2)c2ccccc21	-2	i	i	3	i	i	-7	i	i	i	i
CC/C(=N\N1CCCCC1)c1c(O)[nH]c(=O)[nH]c1=O	15	i	i	1	i	i	-4	i	i	i	i
CC(=O)c1c(C)[nH]c(C(=O)N2CCC3(CC2)OCCO3)c1C	1	i	i	-1	i	i	-4	i	i	i	i
CCOc1ccc(-n2c(O)c(C=NCCCn3ccnc3)c(=O)[nH]c2=O)cc1	-3	i	i	0	i	i	-10	nt	i	i	i
CC(=Nc1ccccc1N)c1c(O)n(C)c(=O)n(C)c1=O	5	i	i	0	i	i	0	i	i	i	i
COc1ccc(-n2c(SCCN(C)C)nc3ccccc3c2=O)cc1	3	i	i	-2	i	i	-10	i	i	i	i
CCOC(=O)CCN=Cc1c(O)n(-c2ccc(Br)cc2)c(=O)[nH]c1=O	nt	i	i	-4	i	i	-9	i	i	i	i
CCCCCn1c(=O)c(C(=O)Nc2cc(C)ccn2)c(O)c2ccccc21	-4	i	i	15	i	i	1	i	i	i	i
CN1CCN(c2c(C#N)c(C(F)(F)F)nn2C)CC1	2	i	i	-1	i	i	0	i	i	i	i
O=c1[nH]c(=O)n(-c2ccccc2)c(O)c1/C=C1/C(c2ccccc2)=Nc2ccccc21	3	i	i	61*	i	i	-18	i	i	i	i
Cc1nc2cc(F)ccc2n1C1CCN(Cc2nnnn2CCc2ccccc2)CC1	8	i	i	4	i	i	-16	i	i	i	i
O=C1CCN(C(=O)CCCn2c(=O)oc3ccccc32)CC1	-5	i	i	nt	i	i	-12	i	i	i	i
CCOc1ccccc1Oc1coc2cc(OC(=O)N(C)C)ccc2c1=O	2	i	i	3	i	i	-4	i	i	i	i

Reformatted: results already given
Below each compound – Platelet DG rel, TRPC4 agonist, KCNK9 inh, DYRK1A inh, KCNK3 block, KCNQ1 block, hERG rescue, PolyA inh, KCNQ1 pot, TRPC4 block, TRPC4 potent
CCOC(=O)C(O)(c1ccc(N(C)C(=O)c2ccc(Cl)c(Cl)c2)cc1)C(F)(F)F (stereo not given)
 : -1, i, i, 3, i, i, -7, i, i, i, i
O=[N+]([O-])[N-][n+]1cnn(Cc2ccccc2)c1
 : -3, i, i, -7, i, i, -23, i, i, i, i
CN1CCN(c2c(C#N)c(C(F)(F)F)nn2C)CC1
 : 2, i, i, -1, i, i, 0, i, i, i, i
COc1ccc(NP(=O)(Oc2ccc(Cl)cc2)Oc2ccc(Cl)cc2)cc1OC
 : -1, i, -7.1*, -5, i, i, -11, i, i, i, i
CCOc1ccccc1Oc1coc2cc(OC(=O)N(C)C)ccc2c1=O
 : 2, i, i, 3, i, i, -4, i, i, i, i
CCCCCn1c(=O)c(C(=O)Nc2cc(C)ccn2)c(O)c2ccccc21
 : -4, i, i, 15, i, i, 1, i, i, i, i

(listing goes on)
SMILES	Platelet DG rel	TRPC4 agonist	KCNK9 inh	DYRK1A inh	KCNK3 block	KCNQ1 block	hERG rescue	PolyA inh	KCNQ1 pot	TRPC4 block	TRPC4 potent
CCN1CCN(C(c2cccs2)C(C)NC(=O)Oc2ccccc2)CC1 (stereo not given)	1	i	i	0	i	i	-5	i	i	i	i
NP(=O)(OCCCc1ccccc1)Oc1ccccc1 (stereo not given)	16	i	i	2	i	i	-4	i	i	i	i
O=C1NC(=O)C(=Cc2csc3ccccc23)C(=O)N1	-1	i	i	-2	i	i	-8	i	i	i	i
CCC1(C)CN(S(=O)(=O)OCC(Cl)(Cl)Cl)C(=O)N1 (stereo not given)	-5	i	i	3	i	i	-8	i	i	i	i
COP(=O)(OC)C1(O)C(=O)Nc2ccc(Br)cc21 (stereo not given)	5	i	i	0	i	i	-7	i	i	i	i
COc1ccc(N=Cc2c(O)n(C)c(=O)n(C)c2=O)cc1	1	i	i	-7	i	i	-4	i	i	i	i
CCOCN(C(=O)CCl)c1c(C)cccc1CC	13	i	i	4	i	i	-5	i	i	i	i
CCOC(=O)C(O)(c1ccc(N(CC)S(=O)(=O)c2ccc(C)cc2)cc1)C(F)(F)F (stereo not given)	-6	i	i	5	i	i	-17	i	i	i	i
CN(C)C(=O)Oc1cccc(NC(=O)N2CCOCC2)c1	-9	i	i	1	i	i	-6	i	i	i	i
CCN1CCN(Cc2cc(OC)c(OC)cc2[N+](=O)[O-])CC1	6	i	i	nt	nt	i	-8	i	i	i	i
CN(CCOc1ccc(C=C2C(=O)NC(=O)NC2=O)cc1)c1ccccn1	5	46*	i	4	i	i	-3	i	i	-6*	i
CCOC(=O)c1cc2c(cn1)[nH]c1ccccc12	-6	i	i	-4	i	i	-4	i	i	i	i
c1ccc2c(CNC3CCCCC3)c[nH]c2c1	12	i	-7.1*	nt	nt	i	-8	i	i	i	i
Cc1cccc(C(=O)Nc2ccc(Cl)cc2C(=O)c2ccccc2)c1	1	i	-8.4*	nt	i	i	-10	i	i	i	i
O=P(c1ccccc1)(c1nc2ccccc2s1)N1CCOCC1 (stereo not given)	-3	i	i	0	i	i	-9	i	i	i	i

High-throughput results (PubChem BioAssay)

The list is partial; count on the stated rates, not on these rows.
